proCasp3 act = activators of human procaspase-3. recombinant procaspase-3 D3A, Ac-DEVD-pNA absorbance 405 nm. activation, % at 8.5 µM. AID 463141. 330,000 compounds, 0.11% hits;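 active = activation above the mean of all tested compounds plus 3 SD, cut at about 21% in these data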;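 also: 0% = DMSO alone and 100% = DMSO wells spiked with extra 5 µM PC-3 D3A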
Target sequence (P42574 whole entry D9A/D28A/D175A): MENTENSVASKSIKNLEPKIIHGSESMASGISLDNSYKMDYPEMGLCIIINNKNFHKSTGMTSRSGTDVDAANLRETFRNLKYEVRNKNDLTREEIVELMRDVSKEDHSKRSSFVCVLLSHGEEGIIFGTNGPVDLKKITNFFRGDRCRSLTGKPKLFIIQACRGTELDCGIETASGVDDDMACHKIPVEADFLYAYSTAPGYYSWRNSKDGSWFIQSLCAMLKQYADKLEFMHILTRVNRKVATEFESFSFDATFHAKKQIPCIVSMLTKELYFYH
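System: Procaspase-3 D3A mutant. Medium: Zinc-free 300 mM NaCl, 50 mM HEPES, 0.01% Triton X-100. Schedule: 1 h preincubation plus 2 h reaction at 25 °C. Measured by: 405 nm absorbance of p-nitroaniline, reads at 0 and 120 min. Read-out: percent activation relative to control range.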
JMJD2C inh = human JMJD2C demethylase inhibition. GST-JMJD2C(1-420) H3K9me3 demethylation, DELFIA europium. inhibition, % at 2.35 µM. 330,000 compounds, 0.069% hits. AID 2099;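 active = more than half of a compound's replicate wells show inhibition beyond 50%, single wells judged on their own value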;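 also: signal counts dimethyl H3K9 product captured on neutravidin plate; 0% = median of DMSO wells and 100% = 0.3 times that DMSO median; strong numbers were not always called active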
Fh CTSL1 inh = counter-screen for PFM18AAP inhibitors: inhibitors of F. hepatica cathepsin L1 | recombinant F. hepatica cathepsin L1, Z-Leu-Arg-MCA fluorescence | inhibition, % at 5.96 µM | 300,000 compounds, 0.49% hits | AID 1906;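 active = inhibition above the mean of all tested compounds plus 3 SD, set per screening campaign, cut at about 17% in these data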;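 also: 0% = plate median of test compound wells and 100% = 1 µM Z-Phe-Ala-diazomethylketone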
TPT1 inhibitor = inhibitors of Candida albicans tRNA 2'-phosphotransferase TPT1. inhibition, % at 5 µM. recombinant caTPT1, FP RNA substrate dephosphorylation. 300,000 compounds, 0.81% hits;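 active = inhibition above the mean of all tested compounds plus 3 SD, set per screening campaign, cut at about 24% in these data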;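 also: plate controls were DMSO alone for no effect and ferristatin control at 100 nM for full effect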
procasp7 counter = counter-screen: procaspase-7 (human) activation. recombinant procaspase-7, Ac-DEVD-pNA absorbance 405 nm; D23A/D198A/D206A triple mutant, cannot self-cleave; scale: DMSO 0, 5 µM enzyme 100. P55210. 330,000 compounds, 0.093% hits. activation, % at 8.5 µM. AID 463210;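 active = percent activation above the screen-wide mean plus 3 SD, cut at about 25% in these data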
Target sequence (P55210 whole entry D23A/D198A/D206A): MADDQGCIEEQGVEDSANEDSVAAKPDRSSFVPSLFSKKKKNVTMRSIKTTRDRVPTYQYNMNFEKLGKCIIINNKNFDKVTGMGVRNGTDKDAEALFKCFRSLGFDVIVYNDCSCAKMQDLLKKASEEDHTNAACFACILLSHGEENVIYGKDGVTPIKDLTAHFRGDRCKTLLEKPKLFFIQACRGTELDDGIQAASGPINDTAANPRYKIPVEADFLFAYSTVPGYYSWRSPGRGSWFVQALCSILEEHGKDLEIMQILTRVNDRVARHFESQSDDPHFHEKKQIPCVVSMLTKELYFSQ
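System: Procaspase-7 triple mutant (PC-7 D3A); measure: % activation from two-timepoint absorbance difference, scaled to controls; times: 1 h compound preincubation, 2 h substrate cleavage, 25 °C; also added: Ac-DEVD-pNA substrate, 400 µM as added; measured by: Epi-absorbance of released pNA at 405 nm, two timepoints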
Efflux pump mplx = antifungal efflux pump inhibition, Nile Red retention; S. cerevisiae Candida pump triplex; inhibition, % at 10 µM; 330,000 compounds, 0.44% hits;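 active = plate passing quality check with inhibition over a set limit, or well fluorescence over plate mean plus 4 SD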;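 also: Nile Red retained in pooled yeast measured as flow cytometry median fluorescence; 0% = buffer negative control and 100% = Enniatin B positive control; higher means more Nile Red kept so more efflux inhibition; some compounds called inactive have numbers as strong as hits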
HCV core dimer = HCV core protein dimerization inhibition; inhibition, % at 5 µM; TR-FRET GST/Flag-core106 dimerization, 1536-well; 300,000 compounds, 0.33% hits;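 active = inhibition above the mean of all tested compounds plus 3 SD, set per screening campaign, cut at about 45% in these data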
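Test system: GST/Flag-tagged HCV core106 proteins; Medium: KF-containing HEPES buffer, pH 7.45, DTT, CHAPS, BSA; Times: compound-protein-antibody incubation 4 h at 22.5 °C; Detection: TR-FRET 671 and 617 nm emission; Benchmarks: wells lacking GST-core106 and wells with excess unlabelled core106.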
PP5 inh = blocks human protein phosphatase 5 activity; P53041; 320,000 compounds, 0.18% hits; AID 1987; inhibition, % at 6.7 µM; purified PP5c, OMFP substrate fluorescence;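 active = inhibition above the campaign's mean inhibition across all tested compounds plus 3 SD, cut at about 9.5% in these data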;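 also: 0% = DMSO only and 100% = 100 µM cantharidin control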
PP1 counter = PP1-alpha (human) inhibition in PP5 counter-screen | P62136 | purified PP1alpha, OMFP fluorescence | inhibition, % at 6.7 µM | 320,000 compounds, 0.9% hits;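 active = inhibition above the mean inhibition of all tested compounds plus 3 SD, computed separately for each screening campaign, cut at about 15% in these data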
Target sequence (P62136 whole entry, looked up): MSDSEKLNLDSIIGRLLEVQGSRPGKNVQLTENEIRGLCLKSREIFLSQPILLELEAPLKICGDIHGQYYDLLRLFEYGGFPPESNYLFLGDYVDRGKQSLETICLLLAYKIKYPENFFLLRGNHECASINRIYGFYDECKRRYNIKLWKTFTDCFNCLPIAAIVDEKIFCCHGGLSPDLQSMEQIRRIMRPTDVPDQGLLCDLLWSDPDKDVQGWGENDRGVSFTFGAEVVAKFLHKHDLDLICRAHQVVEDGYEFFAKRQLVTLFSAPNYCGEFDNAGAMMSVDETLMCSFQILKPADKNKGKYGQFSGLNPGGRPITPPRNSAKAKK
Active calls of the source: *; x = no result given.

SMILES | proCasp3 act | JMJD2C inh | Fh CTSL1 inh | TPT1 inhibitor | procasp7 counter | Efflux pump mplx | HCV core dimer | PP5 inh | PP1 counter
CCOc1ccc(N(CC(=O)NCc2ccccc2OC)S(C)(=O)=O)cc1 | -3.8 | -1.4 | -1.5 | -1.7 | 0.9 | 0.2 | 5.5 | -0.9 | -2.9
Cn1c2c(c(=O)n(C)c1=O)C(c1ccccc1F)C(C#N)=C(N)O2 (stereo unspecified) | 5.8 | 13.2 | 0.3 | 2.9 | 0.1 | -0.3 | -0.2 | -1.1 | -3.4
CN(C(=O)c1cccc(N2C(=O)C3C4C=CC(C4)C3C2=O)c1)C1CCCCC1 (stereo unspecified) | 7.2 | -6.8 | -3.1 | -1.3 | -7.0 | -0.1 | 1.5 | 1.7 | -1.7
COCCN1C(=O)C(=O)/C(=C(/O)c2ccc(S(=O)(=O)N3CCOCC3)cc2)C1c1ccc(O)cc1 (stereo unspecified) | 8.7 | 18.6 | -1.4 | -2.0 | -5.0 | 0.0 | -0.5 | 1.2 | -0.8
O=C(COC(=O)/C(=C/c1cccs1)c1cccs1)NCc1ccccc1Cl | -0.5 | 0.4 | 6.5 | -1.3 | -0.6 | 0.0 | 19.3 | 2.5 | 5.5
O=C(CCCCCn1c(=S)[nH]c2ccc(N3CCOCC3)cc2c1=O)NCc1ccc2c(c1)OCO2 | 0.0 | 1.7 | 1.7 | 0.2 | 4.2 | 0.1 | 6.1 | 0.6 | 3.6
Cc1ccc[n+](CC(=O)Nc2ccc(N(C)C)cc2)c1 | -0.6 | 4.1 | -3.3 | -2.5 | 0.4 | 0.1 | -9.0 | 2.2 | 2.2
CC(C)(CN1CCOCC1)NS(=O)(=O)c1ccccc1 | 3.2 | -0.2 | -2.3 | -0.5 | -1.4 | 0.0 | 8.1 | 3.2 | -1.7
CC(C)(O)C#Cc1ccc(C(=O)NC(CCCNC(N)=O)C(=O)O)s1 (stereo unspecified) | 0.2 | 5.4 | -5.7 | -7.0 | 0.5 | -0.3 | -2.9 | -1.1 | -4.8
CCOC(=O)c1sc(=NC(=O)/C=C/c2cccs2)n(C)c1C | 4.2 | 4.8 | 0.5 | 2.9 | -9.9 | 0.1 | 1.1 | -1.4 | -1.1
Cc1nc2ccc(NC(=O)c3c(-c4ccccc4)noc3C)cc2s1 | -4.0 | -2.2 | 1.6 | 0.0 | 8.5 | 0.0 | 5.9 | 0.3 | -1.3
Cc1c(Br)c([N+](=O)[O-])nn1CCCC(=O)Nc1sc2c(c1C#N)CCC2 | -12.3 | 45.4 | 1.6 | 0.3 | -6.2 | -0.3 | 17.6 | 1.6 | 0.9
COc1ccc(S(=O)(=O)N2CCc3ccccc32)cc1C(=O)N1CCN(C=O)CC1 | 3.8 | 3.9 | x | x | -7.3 | 0.0 | x | 1.5 | 0.8
O=C1S/C(=C\c2ccccc2)C(=O)N1CC(O)Cn1c2ccccc2c2ccccc21 (stereo unspecified) | 1.8 | 7.2 | -1.0 | 2.0 | 6.3 | -0.2 | -0.3 | 4.1 | 4.1
O=C(COC(=O)CSc1ccc2ccccc2c1)Nc1ccccc1OC(F)F | 3.7 | 2.5 | -2.9 | -1.6 | -6.6 | -0.3 | -2.7 | 2.7 | 0.5
O=C(COC(=O)c1cccc([N+](=O)[O-])c1)c1ccc2c(c1)OCO2 | -1.8 | 6.9 | 3.7 | -2.5 | -7.6 | -0.2 | 4.3 | 0.4 | -5.0
CCCN(CCC)Cc1c(C(=O)N/N=C/c2ccco2)nnn1-c1nonc1N | -7.2 | 6.6 | -3.1 | -2.2 | 7.8 | 0.1 | 5.2 | 3.0 | 0.1
Cc1ccc(Cl)cc1NC(=S)NCc1cccn1C | 1.3 | 4.0 | 0.9 | 1.5 | 2.3 | 0.0 | 4.0 | 4.5 | -0.6
COc1ccc(OC)c(NC(=O)CSc2nncc3ccccc23)c1 | -1.0 | -9.3 | -2.8 | 1.9 | 4.5 | 0.8 | -0.3 | 1.5 | 0.5
CC1CCC2(CC1)NC(=O)N(CC(=O)c1cn(CCC#N)c3ccccc13)C2=O (stereo unspecified) | 1.0 | 11.3 | -5.3 | 1.4 | 0.8 | 0.3 | 1.9 | -1.1 | 1.8
NS(=O)(=O)c1ccc(S(=O)(=O)N(CCc2ccccc2)Cc2ccccn2)cc1 | 0.6 | -7.4 | -1.1 | -2.5 | 2.4 | 0.0 | -4.1 | 0.2 | -1.3
O=C(Nc1ccc2nc(-c3cccnc3)[nH]c2c1)C12CC3CC(CC(C3)C1)C2 | 1.4 | -8.3 | 7.3 | -0.4 | 3.9 | 0.0 | -3.0 | 3.2 | 12.1
COc1ccc(C2Nc3ccccc3C(=O)N2c2ccc(C)cc2)cc1COc1ccccn1 (stereo unspecified) | -3.0 | -10.2 | -1.7 | 7.4 | 6.2 | 0.1 | 6.3 | -2.0 | -1.8
COc1ccc(CNC(=O)C2CCCN(S(=O)(=O)c3ccc4c(c3)CCCN4C(C)=O)C2)cc1 (stereo unspecified) | 5.5 | -21.4 | 3.9 | -1.6 | 6.8 | -0.3 | 2.8 | -1.0 | -5.1
Cc1ccc(NC(=O)CSc2nc3nc(C)c(Br)cc3[nH]2)cc1F | -5.6 | 3.0 | -3.2 | -3.7 | 1.8 | -0.2 | 3.9 | -1.3 | -3.6
Following part:
SMILES | proCasp3 act | JMJD2C inh | Fh CTSL1 inh | TPT1 inhibitor | procasp7 counter | Efflux pump mplx | HCV core dimer | PP5 inh | PP1 counter
CCOC(=O)N1CCN(c2ccc(S(=O)(=O)N3CCOCC3)cn2)CC1 | 2.6 | 11.9 | x | x | -5.3 | 0.0 | x | x | x
CC1CCN(S(=O)(=O)c2cccc(C(=O)NC3CCCC3)c2)CC1 | 6.0 | 17.1 | -3.4 | 3.1 | -3.5 | -0.2 | -2.5 | -1.7 | -3.9
O=C(Nc1c2c(nn1-c1ccccc1)CS(=O)(=O)C2)c1ccccc1C(F)(F)F | -7.0 | 5.0 | 3.2 | 2.3 | 1.4 | 1.9 | -2.5 | 0.4 | 0.7
C=CCn1c(SCC(=O)Nc2cc(C)ccc2OC)nnc1-c1ccco1 | -3.0 | -27.6 | -3.7 | -1.5 | -1.3 | 0.3 | -0.6 | -0.8 | -1.1
CC(C1CC1)N(Cc1ccccc1)C(=S)Nc1cccc(C(F)(F)F)c1 (stereo unspecified) | -8.0 | -0.3 | 0.2 | 0.2 | -5.7 | 0.0 | -0.9 | 0.9 | -0.1
COc1ccc(OC)c(-c2c(C#N)c(N)nc3c2c(=O)nc2sccn23)c1 | -3.1 | 40.4 | -0.1 | 2.1 | -3.0 | 0.0 | 0.4 | -0.9 | -2.4
CCCCCCNC(=O)c1ccc(Br)o1 | -6.8 | -8.2 | -2.7 | -0.8 | -13.8 | 0.3 | -3.4 | -1.4 | -2.8
CC(=O)N1CC(C)Sc2ccc(S(=O)(=O)NCCc3cccc(C)c3)cc21 (stereo unspecified) | -5.2 | -21.2 | 0.6 | -0.8 | 6.0 | 0.1 | 3.3 | 2.2 | 0.9
O=C(NCc1ccccc1)NC1(C(=O)N2CCN3CCCC3C2)CCCCC1 (stereo unspecified) | 5.7 | 6.5 | 0.9 | -2.4 | -0.7 | 0.0 | -1.2 | -0.3 | -5.5
CCN(CC)C(=O)Cn1c(=O)n(CC(=O)N2CCCCC2)c(=O)c2sccc21 | 3.7 | -0.5 | -3.1 | 0.5 | 10.9 | -0.1 | -10.9 | 1.2 | -1.0
CC1=C(C(=O)Nc2ccccn2)C(c2ccccc2Cl)NC(=S)N1 (stereo unspecified) | 3.4 | 9.9 | 1.0 | 4.1 | 2.8 | 0.1 | 3.9 | 1.2 | 1.5
Cc1cccc(N2C(=O)C3CCCN3C2=S)c1C (stereo unspecified) | -1.3 | 1.1 | x | x | 2.1 | 0.0 | x | 0.7 | -0.2
O=S(=O)(c1ccc(Br)cc1)c1nc(-c2ccccc2)oc1N1CCOCC1 | 1.9 | -2.8 | 1.9 | -1.2 | -2.6 | 0.0 | 0.1 | 0.8 | 0.3
CSc1nnc(-c2cc3ccccc3cc2O)n1C | 4.7 | x | -1.9 | -2.6 | 0.2 | 0.1 | -3.3 | 0.8 | -2.6
CCN1CCN(C(c2cccnc2)c2c(NC(=O)c3ccco3)sc(C)c2C)CC1 (stereo unspecified) | -2.1 | x | x | x | 4.9 | -0.2 | x | -3.0 | -4.4
Cc1cc(SCc2cccc([N+](=O)[O-])c2)nc(=O)[nH]1 | -1.5 | -9.6 | -1.5 | 0.0 | 6.2 | -0.1 | 22.1 | 2.2 | -2.3
O=C(COc1ccccc1C(=O)O)NC1CCCc2ccccc21 (stereo unspecified) | -1.8 | -11.2 | 0.2 | -2.7 | 2.7 | -0.3 | -2.9 | -1.1 | -3.0
N#Cc1c(Nc2cccc(F)c2)sc2c(O)cc(=O)[nH]c12 | 2.7 | -19.7 | 0.8 | 51.3* | -21.1 | 0.3 | 3.5 | 0.0 | 6.2
CC(C)c1ccc(/C=C2\SC(=S)N(CCC(=O)N3CCCCC3CCO)C2=O)cc1 (stereo unspecified) | -6.8 | 0.4 | -0.5 | 3.1 | -6.6 | 0.3 | 13.0 | 1.1 | 3.8
COc1cc(/C=N/NC(=S)NC2CC3CCC2C3)ccc1O (stereo unspecified) | 0.7 | -10.2 | -6.0 | 0.0 | -2.3 | 0.0 | 0.0 | 2.1 | -5.9
O=C1C=C(c2cnc3ccccc3c2)C[C@@H](c2ccc3c(c2)OCO3)C1 | 2.5 | -0.6 | x | x | 2.0 | 0.1 | x | 1.1 | 5.8
Cc1ccccc1NC(=S)NCC1CCC(CNC(=S)Nc2ccccc2C)CC1 (stereo unspecified) | 6.9 | 1.5 | -2.1 | -1.2 | 1.1 | -0.1 | 3.6 | -0.6 | 1.0
O=c1oc2ccccc2c(N2CCCC2)c1[N+](=O)[O-] | -3.6 | 9.8 | 3.3 | -6.1 | 4.6 | -0.1 | 7.0 | -2.5 | -2.3
CC(C)Oc1ccc(C(=O)NC2CCSc3ccccc32)cc1 (stereo unspecified) | 1.4 | -17.0 | 0.1 | 2.5 | 18.3 | 0.5 | 4.5 | 0.5 | 1.8
Cc1ccc2nc(Cl)c(/C=N/Nc3ccc(C(=O)O)cc3)cc2c1 | -15.0 | 1.7 | 2.6 | 29.9* | -10.9 | -0.2 | -2.8 | 1.8 | 3.7
CCOC(=O)C1CCN(S(=O)(=O)c2ccc3oc(=O)ccc3c2)CC1 | -4.0 | -8.4 | -3.0 | -0.6 | 2.6 | 0.0 | 2.2 | 1.1 | 1.0
CS(=O)(=O)N1CCN(c2nc3ccccc3s2)CC1 | -2.2 | -0.5 | 1.3 | -4.8 | 4.1 | -0.3 | 0.3 | 0.0 | -2.9
Cc1cc(C)c(C(=O)CSc2n[nH]c(=O)n2C2CC2)cc1C | 6.6 | 28.0 | -1.3 | -2.4 | -3.4 | 0.1 | 1.9 | -1.3 | 0.8

Screening results (PubChem BioAssay)

Rows were taken by chance; about 2.9% have a hit in one of these screens.
